# Screening data deposited in PubChem by several laboratories.
# NR2E3 ag-1: NR2E3 (human) agonism. Q9Y5X4. GST-NR2E3/biotin-RetCOR TR-FRET, 1536-well. inhibition of corepressor binding, % at 4.78 µM. 320,000 tested, 0.12% active. AID 2300;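 active = percent inhibition above the cutoff of mean plus 3 SD of all tested compounds, set per screening campaign, cut at about 20% in these data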;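 also: 0% = DMSO wells and 100% = biotin wells as full block of FRET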
# Target sequence (Q9Y5X4 whole entry, looked up): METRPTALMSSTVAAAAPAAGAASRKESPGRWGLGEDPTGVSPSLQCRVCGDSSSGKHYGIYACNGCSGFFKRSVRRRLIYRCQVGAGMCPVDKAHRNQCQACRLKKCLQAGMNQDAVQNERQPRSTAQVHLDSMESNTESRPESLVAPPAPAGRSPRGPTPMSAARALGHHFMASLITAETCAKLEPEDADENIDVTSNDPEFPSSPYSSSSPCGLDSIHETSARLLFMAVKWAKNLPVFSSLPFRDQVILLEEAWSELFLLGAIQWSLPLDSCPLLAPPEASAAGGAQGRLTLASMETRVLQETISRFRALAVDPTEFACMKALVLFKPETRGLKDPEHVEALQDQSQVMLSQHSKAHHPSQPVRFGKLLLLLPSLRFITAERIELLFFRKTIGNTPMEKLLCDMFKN
#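 System: GST-tagged NR2E3 plus biotinylated RetCOR corepressor; Buffer or medium: pH 7.5 Tris-based buffer; Probe or stimulus: RetCOR corepressor, biotinylated, 7 nM; Doses: compound at 4.8 µM, single dose; Schedule: 5 h incubation at 4 °C; Technique: time-resolved FRET; Evaluation: percent inhibition of TR-FRET ratio; Replication: one well per compound, singlicate testing.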
# KKLEB tox: CF airway cell cytotoxicity counter-screen | KKLEB CF airway cells viability, ATPlite luminescence, overnight; hits give low values; cells stimulated with P. aeruginosa culture filtrate | activity change (cytotoxicity), % at 5 µM | 360,000 tested, 0.36% active | AID 602141;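 active = corrected activity change at or below -50% at 5 µM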
# TWEAK Fn14 block: blocks TWEAK-Fn14 interaction in a reporter cell assay. inhibition, % at 10 µM. TWEAK-stimulated Fn14 reporter cells, luciferase luminescence, 8 h. 360,000 tested, 2% active; in the data active = inhibition above about 50%
# Shn3 inh set2: Schnurri-3 reporter inhibition in Clone20 osteoblasts; inhibition, % at 12.5 µM; 360,000 tested, 0.52% active; Clone20 osteoblast Shn3 3'UTR firefly luciferase, 24 h;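 active = mean inhibition of at least 75% with every replicate also reaching 75%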;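 also: 0% = median of neutral control wells and 100% = pilot-screen positive control compound; some compounds past the cut are filed as inactive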
# aDG glyco act: alpha-DG glycosylation activation. 360,000 tested, 0.22% active. activation, % at 10 µM. Pro5-aDG cells, alpha-DG glycosylation AlphaScreen (IIH6); 0% Pro5, 100% B10-LARGE cell signal;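 active = activation of at least 8% versus controls, or a plate z-score of at least 8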;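 also: Pro5 are CHO cells carrying HIG-tagged alpha-DG that lacks glycosylation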
# CF NFkB inh: inhibitors of cystic fibrosis induced NF-kB | KKLEB NF-kB-GFP reporter, PAF-induced, GFP fluorescence overnight | inhibition, % at 5 µM | 360,000 tested, 0.86% active | AID 588850;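 active = at least 50% inhibition at 5 µM, scaled per plate between neutral and stimulator controls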;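 also: PAF is a Pseudomonas aeruginosa culture filtrate used as stimulus; plate controls were PAF-stimulated DMSO wells for no effect and unstimulated DMSO wells for full effect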
# Peg3 prom inh: inhibitors of Peg3 promoter; HeLa PEG-Prom luciferase reporter, luminescence, overnight; inhibition, % at 20 µM; 360,000 tested, 1.7% active; AID 588405;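 active = inhibition of at least 50% at 20 µM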
# hiPSC survival: hiPSC single-cell survival enhancement; ATPlite luminescence; 100% = ROCK inhibitor wells, 0% = DMSO; survival enhancement, % at 20 µM; 360,000 tested, 0.044% active; AID 602274; in the data active = survival enhancement above about 18%;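 also: cells exposed to compounds for 16 hours before the ATP read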
# HIF-2a block: HIF-2a inhibition | 360,000 tested, 0.72% active | 786-0 RCC cells HIF-2a reporter, luciferase luminescence, overnight | inhibition, % at 18.8 µM | AID 624352;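 active = inhibition of the luminescence signal of 40% or more relative to plate controls, in a single-dose primary screen at 18.75 µM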
# NR2E3 ag-2: activates human NR2E3 receptor. CHO-S Gal4-NCOR/VP16-NR2E3 two-hybrid, luciferase. AID 602229. Q9Y5X4. inhibition of corepressor binding, % at 3.98 µM. 360,000 tested, 0.35% active;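 active = inhibition above the mean of all tested compounds plus 3 SD, cut at about 70% in these data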;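 also: 0% = DMSO with NR2E3 transfected cells and 100% = cells lacking NR2E3 construct; higher means lower luciferase signal from less NR2E3 corepressor binding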
# MITF TRPM1 inh: MITF TRPM1 promoter inhibition in SK-MEL-5 cells | SK-MEL-5 TRPM1 promoter luciferase, 24 h | inhibition, % at 12.5 µM | 330,000 tested, 0.83% active | AID 488899;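 active = mean inhibition across replicates of 60% or more, whatever share of single replicates reaches that level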; also: values of inactives mirror those of a sister screen read the other way
# * marks the source's active call; other numbers are inactive results; x = no result given.
SMILES,NR2E3 ag-1,KKLEB tox,TWEAK Fn14 block,Shn3 inh set2,aDG glyco act,CF NFkB inh,Peg3 prom inh,hiPSC survival,HIF-2a block,NR2E3 ag-2,MITF TRPM1 inh
OC(CN1CCN(c2ccccc2)CC1)Cn1c2ccccc2c2ccccc21 (stereo not drawn),-1,-2,12,-3,0.4,-11,28,2.1,19,0,1
O=C(NCc1ccncc1)Nc1ccc(Cc2ccc(NC(=O)NCc3ccncc3)cc2)cc1,x,5,-3,-1,-0.2,7,-8,-1.0,5,-3,x
COc1ccc(-c2cn3cccnc3n2)cc1NC(=O)C(C)C,0,-1,-2,-4,0.1,-18,-12,1.6,-8,-1,-11
CCOP(=O)(OCC)c1nc(/C=C/c2ccccc2)oc1NCc1ccccc1,5,-7,0,16,0.2,4,35,4.6,14,9,-2
O=C(c1ccc2c3c(cccc13)CC2)C1CCCN(C(=O)c2cccnc2)C1 (stereo not drawn),2,0,-4,0,0.1,-2,10,-0.6,4,-23,0
COc1ccccc1C(=O)Nc1sc2c(c1C#N)CCC2,0,0,-15,-45,-0.1,-22,-70,0.6,-168,-19,-11
Cc1nnc(Nc2ccc(Cl)c(C(F)(F)F)c2)[nH]c1=O,-2,-5,30,0,-0.2,11,10,-1.5,8,-21,9
COC(=O)CCC(NC(=O)OCc1ccccc1)C(=O)NC(CC(C)C)C(=O)OC (stereo not drawn),-1,-3,4,1,0.2,-2,-1,4.0,17,-2,-2
O=C1CCCN1c1ccc(S(=O)(=O)N2CCN(c3ccccn3)CC2)cc1,2,-6,-1,20,0.3,16,14,-1.2,5,29,-1
COc1ccc(N(CC(=O)Nc2cccc(OC)c2)S(=O)(=O)c2c(C)nn(C)c2C)cc1,-1,-1,7,12,0.2,-15,21,2.6,22,2,3
COc1ccc(C(C)(C)C)cc1NC(=O)CN(C)C1=NS(=O)(=O)c2ccccc21,x,-27,-13,13,0.1,-3,3,7.6,16,10,x
CCOC(=O)C(=O)Nc1sc(C(=O)N2CCOCC2)c(C)c1C#N,2,3,-10,12,-0.1,-15,-5,1.3,10,3,-2
Cc1ccc(S(=O)(=O)NCc2ccccc2)cc1C(=O)NCc1ccncc1,x,2,-10,-1,2.2,4,11,-1.7,9,-5,x
COc1ccc(CC(N)c2csc(Nc3cc(NCc4ccco4)ncn3)n2)cc1 (stereo not drawn),x,-4,15,9,0.7,12,30,3.9,7,-6,x
O=C(O)C1Sc2[nH]c(=O)sc2C2c3cc(Cl)ccc3OC(=O)C12 (stereo not drawn),4,-5,8,-8,0.0,-2,11,0.6,7,17,11
O=C(OCC(=O)C12CC3CC(CC(C3)C1)C2)c1cnccn1,3,15,16,5,1.2,-16,7,0.3,0,-14,8
CCOc1ccc2oc(C(=O)OCC(=O)NCC3CCCO3)c(C)c2c1 (stereo not drawn),x,12,-3,15,0.4,-10,-21,0.2,0,-63,-15
CN(C)CCCNC(=O)COc1ccc(Br)cc1Cl,0,-2,3,-16,-0.1,13,-28,-0.7,-13,-16,-3
Cc1nn(-c2ccccc2)c(C)c1NC(=O)COc1cc(F)ccc1[N+](=O)[O-],x,9,14,11,2.1,-2,5,0.2,9,-3,16
Cc1cccc(NC(=O)c2cc(-c3ccco3)nc3ccccc23)n1,2,-7,13,-3,-0.6,-9,32,1.4,8,-12,1
O=C(O)C1CCCCC1C(=O)Nc1ccccc1Nc1ccccc1 (stereo not drawn),-5,5,-6,-4,-0.3,9,13,2.9,8,-14,-8
COc1ccc(/C=C(/C(=O)NCc2ccccc2)c2ccccc2)cc1,-1,-18,20,7,0.3,8,17,-2.0,17,-7,-9
CC(=O)c1c(C)[nH]c(C(=O)CSc2nc3ccc(C)cc3[nH]2)c1C,-3,-4,19,32,0.7,20,-5,2.8,2,-4,6
COc1ccc2cc(-c3ccccc3F)ncc2c1,0,-4,24,-59,0.0,-42,-315,-1.8,-189,-146,-61
CC1CN(S(=O)(=O)c2ccc(C(=O)Nc3ccc(S(=O)(=O)Nc4nccs4)cc3)cc2)CC(C)O1 (stereo not drawn),-6,0,0,-2,0.0,-1,-4,0.1,23,-23,1
CSc1nc(=O)[nH]nc1Sc1ccccc1,x,3,10,-8,0.1,10,8,3.1,0,-25,x
COc1ccc(CC(=O)Nc2sc3c(c2C(N)=O)CCCC3)cc1,0,1,-1,24,0.0,8,-4,-0.7,-16,-18,-3
COc1ccc(-c2noc(CN(C(=O)c3ccc4c(c3)OCO4)C(C)C)n2)cc1OC,-7,-25,-16,-4,0.5,-6,12,0.4,10,-16,1
COCCCNc1nnc(Cc2ccc(Cl)cc2)c(=O)[nH]1,5,-10,35,-10,0.0,19,-2,-0.2,9,-45,15
COc1ccc(-c2c3c(cc4ncn(Cc5ccccc5)c24)COC3=O)cc1,3,-4,-55,-3,-0.4,5,2,-1.2,-7,-37,-6
C=CC[C@]12C[C@@H](OC)C(=O)C=C1O[C@@H](c1ccc(OC)c(OC)c1)[C@H]2C,-4,-12,-2,10,0.1,13,11,2.9,20,-9,-2
CCS(=O)(=O)c1ccc(C(=O)Nc2ccccc2OC)c(Cl)c1Cl,3,0,6,-3,0.0,-2,3,-1.5,-10,10,-7
O=C(CCS(=O)(=O)c1ccccc1)Nc1ccccn1,4,-2,12,6,0.0,-3,6,-0.3,-2,-53,6
COc1ccc(C(=O)CCS(=O)(=O)c2ccc(F)cc2)cc1OC,2,-24,6,5,-0.4,15,1,-0.4,22,2,4
c1cnc2ccc(-c3ccc4ncccc4c3)cc2c1,4,-33,6,-15,0.0,58*,-189,-0.9,-56,-181,-32
CCCNC(=O)c1onc(CS(=O)(=O)c2cc(C)cc(C)c2)c1C(=O)NCCC,x,6,-15,5,0.3,-23,12,4.8,15,-38,6
Cc1cccc(OCCOC(=O)c2ccc(F)c(S(=O)(=O)N3CCOCC3)c2)c1,6,6,-11,0,0.2,-2,-1,-0.4,-2,-10,2
COc1cc(/C=N/O)ccc1OCc1ccc(C(=O)O)cc1,-1,-11,17,90*,-0.2,6,86*,-3.3,89*,-167,96*
CCN=C1S/C(=C\c2cn(C(C)=O)nc2-c2ccccc2)C(=O)N1CC,1,2,29,19,0.4,28,13,-0.2,-12,-16,-7
CCOC(=O)c1nn(-c2ccccc2)c2nnc(Cc3ccc(Cl)cc3)c(=O)n12,-2,-27,14,10,-0.1,2,-7,-0.6,14,-10,7
COCCN1Cc2cccc(C(=O)Nc3cccc(OC)c3)c2C1=O,-2,-5,10,-2,-0.4,-12,-4,-0.2,-3,-8,-6
CC(C)c1ccc(CN(C(=O)c2cccs2)C2CCS(=O)(=O)C2)cc1 (stereo not drawn),5,-4,3,1,0.0,-20,6,-0.4,3,-6,5
CCN(CCCNC(=O)CCc1nc(-c2ccc(OC)cc2)no1)c1cccc(C)c1,-3,8,15,21,0.9,-17,26,0.5,16,-2,1
Cc1ccc(CCNC(=O)C2CCC(=O)N(Cc3cccc(F)c3)C2)cc1 (stereo not drawn),-2,-4,-5,1,-0.1,-9,-1,0.6,-35,-17,-4
CC1CC(C)CN(S(=O)(=O)c2ccc3c(c2)CC(=O)N3)C1 (stereo not drawn),4,-12,-7,8,0.2,21,-7,0.2,11,-7,1

# Entries of single compounds as entered above. Order of screens: NR2E3 ag-1 | KKLEB tox | TWEAK Fn14 block | Shn3 inh set2 | aDG glyco act | CF NFkB inh | Peg3 prom inh | hiPSC survival | HIF-2a block | NR2E3 ag-2 | MITF TRPM1 inh
# COc1cc(/C=N/O)ccc1OCc1ccc(C(=O)O)cc1 is listed as -1 | -11 | 17 | 90* | -0.2 | 6 | 86* | -3.3 | 89* | -167 | 96*
# O=C(CCS(=O)(=O)c1ccccc1)Nc1ccccn1 is listed as 4 | -2 | 12 | 6 | 0.0 | -3 | 6 | -0.3 | -2 | -53 | 6

# Further structures follow.
SMILES,NR2E3 ag-1,KKLEB tox,TWEAK Fn14 block,Shn3 inh set2,aDG glyco act,CF NFkB inh,Peg3 prom inh,hiPSC survival,HIF-2a block,NR2E3 ag-2,MITF TRPM1 inh
S=C(NCc1ccc2c(c1)OCO2)Nc1ccc2nsnc2c1,-6,-8,-21,-27,2.3,-4,-198,-2.0,-265,-90,-27
Cc1cc(/C=C2\SC(=O)N(C)C2=O)c(C)n1-c1ccc(O)cc1,-2,4,87*,0,-0.3,-17,-101,-0.3,-88,-9,-9
CNC(=O)c1nn(-c2ccc(C)cc2)ccc1=O,-2,2,0,-7,-0.1,9,2,1.8,-3,-25,8
CCOC(=O)C1=C(C)NC(=O)NC1c1ccc(OCC(=O)OC)c(OC)c1 (stereo not drawn),0,-3,7,1,-0.6,-4,10,-0.5,2,-7,0
Cn1c(=O)c2c(ncn2CC(=O)OCC(=O)c2ccc(Br)cc2)n(C)c1=O,x,12,3,-2,0.3,-13,-12,-2.9,-5,-15,x
Cc1ccc(-c2cc3nc(C)cc(C)n3n2)cc1,-3,-12,1,-137,0.0,10,-242,-1.4,-235,-119,-14
CCCCCCC/C(C)=N/NC(=O)CC(=O)NCCc1ccccc1,5,0,-12,4,0.1,-8,-16,-1.2,-3,1,2
Cc1cc(C(=O)CNCc2ccco2)c(C)n1-c1ccc(F)cc1,7,-18,35,8,-0.1,10,-273,-2.4,-243,-141,-41
COCc1nc2ccccc2n1Cc1ccc(Br)cc1,4,4,-37,-35,0.3,-6,-89,-4.4,-128,-37,-16
Cc1ccc(/C=N/Nc2nncc(-c3ccccc3)n2)o1,-1,1,5,-18,0.5,-2,-119,-0.2,-92,-58,-34
NC(=O)c1ccc(NC(=O)CS(=O)(=O)c2cn(CC(=O)N3CCCCC3)c3ccccc23)cc1,3,3,10,13,0.1,-10,6,-0.6,2,-24,-1
COc1ccc(S(=O)(=O)N(C)CC(=O)N2CCN(Cc3ccccc3)CC2)cc1C,-2,-2,-10,14,-0.1,6,9,-1.1,-10,8,6
CC(C)NC(=O)c1ccc(-c2ccccc2C(F)(F)F)o1,0,5,-38,-19,0.1,-3,-136,-1.3,-191,-62,-70
C/C(=N\NC(=O)NC1CCCCC1)C1CCCCC1,1,-4,-16,11,1.0,3,16,-0.4,14,26,1
OCCC1CN(Cc2cccc3c2OCO3)CCN1C1CCCCC1 (stereo not drawn),0,3,-9,-4,0.5,-2,14,2.7,17,40,-12
COc1ccccc1OCCNC(=O)C(CCSC)NC(=O)COc1ccccc1 (stereo not drawn),2,-16,-1,-9,0.7,10,8,-0.5,12,3,11
CCc1cccc(NC(=O)CSCc2cc(=O)[nH][nH]2)c1,5,-4,10,7,0.0,-4,12,2.0,15,5,3
Cc1cc2oc(=O)cc(C)c2cc1NC(=O)CCC(=O)O,0,-4,3,20,-0.2,8,13,1.5,10,-1,36
